High-throughput results as filed in PubChem BioAssay.
aSyn UTR inh: MLPCN primary screen, SNCA 5' untranslated region | alpha-synuclein 5'UTR reporter, inhibitor activity | inhibition, % (tested at 7.5 µM) | 0.82% of 300,000 active; in the data active = inhibition above about 60%; inconclusive = no clear call, values can overlap the other calls;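 note: H4 neuroglioblastoma cells stably carrying SNCA 5'UTR luciferase fusion; 0% = DMSO wells and 100% = positive control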
GSK3 alpha inh: inhibitors of human GSK-3 alpha kinase; P49840; ADP-Glo luminescence, 60 min; inhibition, % at 10 µM; 0.1% of 320,000 active; AID 2650;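 in the data active = inhibition above about 50%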;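 note: GST-tagged GSK-3 alpha with peptide substrate and 25 µM ATP; 0% = DMSO neutral wells and 100% = GW8510 positive control wells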
Target sequence (P49840 whole entry, looked up): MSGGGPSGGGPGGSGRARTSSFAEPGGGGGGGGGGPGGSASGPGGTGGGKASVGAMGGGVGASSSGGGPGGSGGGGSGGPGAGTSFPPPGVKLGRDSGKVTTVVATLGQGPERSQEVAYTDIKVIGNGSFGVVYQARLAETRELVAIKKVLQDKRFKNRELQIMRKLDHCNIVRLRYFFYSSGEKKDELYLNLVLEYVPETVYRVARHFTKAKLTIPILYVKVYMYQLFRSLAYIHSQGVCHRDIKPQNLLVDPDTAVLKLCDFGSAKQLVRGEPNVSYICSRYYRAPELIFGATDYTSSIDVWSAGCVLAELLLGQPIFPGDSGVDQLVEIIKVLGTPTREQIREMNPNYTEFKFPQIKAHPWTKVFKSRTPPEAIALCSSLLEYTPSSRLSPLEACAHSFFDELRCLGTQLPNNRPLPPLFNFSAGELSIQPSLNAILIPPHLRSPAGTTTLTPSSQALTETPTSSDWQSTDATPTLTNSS
AI-2 QS mod: Vibrio harveyi AI-2 quorum sensing modulation | Vibrio harveyi JMH597 AI-2 luminescence/OD600 ratio, 9 h; active compounds read low; strain lacks LuxN and CqsS sensors; 0 = neutral-control median | activity change, % at 7.5 µM | 0.4% of 300,000 active | AID 2094; in the data active = activity change below about -75%, passing the limit was not always enough; inconclusive = no clear call, values can overlap the other calls;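 note: luminescence divided by OD600 gain over 9 h not by final OD600 alone; inactives centre near 13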
HSP90 refold inh: inhibitors of HSP90 luciferase refolding in rabbit reticulocyte lysate. luciferase refolding luminescence, 3 h. inhibition, % at 5.6 µM. 0.91% of 290,000 active;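 active = inhibition above the screen-wide mean plus 3 SD, computed separately per campaign, cut at about 16% in these data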;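 note: 0% = DMSO wells and 100% = 60 µM geldanamycin wells; inhibitors lower the luminescence because luciferase stays unfolded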
IEC-6 cytotox: kills IEC-6 intestinal cells in KLF5 counter-screen. 0.78% of 290,000 active. IEC-6 cytotoxicity, luminescence viability. inhibition, % at 5 µM; in the data active = inhibition above about 22%;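 note: 0% = plate median of test compound wells and 100% = cytotoxic reference compound wells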
KLF5 inhibitor: kruppel-like factor 5 inhibition; DLD-1 KLF5 promoter-luciferase reporter, luminescence; inhibition, % at 5 µM; 0.23% of 290,000 active; AID 1700;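 active = inhibition above a per-plate limit of that plate's mean compound inhibition plus 3 SD, cut at about 60% in these data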;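 note: 0% = DMSO wells and 100% = LY294002 at 200 µM; higher means less KLF5 promoter-driven luciferase light; inactives centre near -14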
GSK3beta inhib: human GSK3beta kinase inhibition. GST-GSK3beta kinase, ADP-Glo luminescence, 60 min; active compounds read low. activity score (negative = inhibition), % at 10 µM. 0.038% of 300,000 active;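 active = more than half of replicate wells score below -50%, meaning over 50% inhibition versus plate controls; inconclusive = some replicates but at most half score below -50%; inactive = no replicate scores below -50%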;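 note: 0% = median DMSO wells and -100% = median GW8510 positive control wells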
Target sequence (P49841 whole entry, looked up): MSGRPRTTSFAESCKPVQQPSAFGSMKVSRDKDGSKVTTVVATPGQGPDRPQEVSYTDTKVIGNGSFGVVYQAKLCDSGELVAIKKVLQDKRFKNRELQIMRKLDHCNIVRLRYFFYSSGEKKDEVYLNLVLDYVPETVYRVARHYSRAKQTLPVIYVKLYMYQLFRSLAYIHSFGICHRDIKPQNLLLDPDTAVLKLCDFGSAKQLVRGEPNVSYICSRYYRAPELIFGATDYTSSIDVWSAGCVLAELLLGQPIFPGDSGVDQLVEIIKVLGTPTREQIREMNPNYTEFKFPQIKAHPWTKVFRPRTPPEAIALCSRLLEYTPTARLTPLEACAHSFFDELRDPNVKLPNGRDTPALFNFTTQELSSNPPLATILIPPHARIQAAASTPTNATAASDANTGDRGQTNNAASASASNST
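Assay system: GST-tagged human GSK3beta kinase, cell-free; Input: 1.6 ng GSK3beta; Medium: Tris/MgCl2 kinase buffer; Timing: 60 min enzyme reaction, room temperature; Signal: ADP-Glo luminescence quantifying ADP generated by kinase; Evaluation: score relative to plate controls; Benchmarks: DMSO neutral wells and GW8510 at 20 µM as positive.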
HSF1 inh: HSF1 inhibition. activity change, negative = inhibition, % at 7.5 µM (by protocol). 0.77% of 300,000 active. AID 2098. NIH3T3-HGL HSE-luciferase, MG132-induced, luminescence 8 h; active compounds read low;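 active = more than half of replicate wells show activity change below -50%, luminescence cut by over half; inconclusive = some wells, but at most half, below -50%; inactive = no replicate well below -50%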;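 note: luciferase reports HSF-1 transcriptional activity via heat shock element; 0% = median of DMSO wells and -100% = zero luminescence signal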
HIF act: HIF pathway transcriptional activation; 0.32% of 300,000 active; U2OS HRE-luciferase reporter, luminescence; normalized: DMSO 0%, desferrioxamine 100%; activation, % at 7.5 µM (by protocol); AID 1910;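 active = mean activation of at least 10% of the iron chelator positive control signal, with at least half of replicates also reaching 10%; inconclusive = mean and replicate majority disagree about reaching 10%; inactive = mean and most replicates under 10%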
HSF1 activator: increases HSF-1 driven luciferase reporter signal; NIH3T3-HGL HSF-1 luciferase reporter, MG132, 8 h; 100% = twice DMSO control signal; activation, % at 9 µM; 1.7% of 300,000 active;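 active = mean replicate activation of at least 50% with a set share of replicates each reaching 50%; inconclusive = only one of those two conditions met; inactive = mean below 50% and too few replicates reaching it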;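 note: 0% = median of the neutral control wells and 100% = twice that signal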
* = called active by the depositor; ? = inconclusive; / = no result given.

SMILES	aSyn UTR inh	GSK3 alpha inh	AI-2 QS mod	HSP90 refold inh	IEC-6 cytotox	KLF5 inhibitor	GSK3beta inhib	HSF1 inh	HIF act	HSF1 activator
CC1=CC(C)(C)Nc2ccc(OC(=O)CN3C(=O)c4ccccc4C3=O)cc21	13	0	7	6	-5	8	-3	0	-0.6	-10
O=C(Nc1ccc2c(c1)OCCO2)C(=S)NCc1ccccc1	-96	-1	16	2	-8	-27	3	45	3.5	68*
CN(C)C(=O)c1snnc1-c1ccccc1	16	-4	-3	-4	1	-46	-1	-8	-0.1	5
Cc1[nH]c2ccccc2c1C(=O)CSc1ncn[nH]1	-6	1	23	-1	1	-3	0	1	-0.5	2
O=S(=O)(c1cccc(S(=O)(=O)N2CCOCC2)c1)N1CCCCCC1	-4	/	12	-1	-3	-19	5	2	0.7	0
OCc1nc2ccccc2n1CCOc1ccccc1	-14	-4	4	/	/	/	1	-4	0.0	-9
NCCN1C(=O)S/C(=C\c2ccc3c(c2)OCO3)C1=O	-4	1	13	15	-3	-61	-18	?	2.3	-55
COc1ccc(S(=O)(=O)N2CCN(C(=O)N3CCOCC3)C2C)cc1 (centres undefined)	-4	-2	-7	1	4	-1	0	-5	-0.3	-7
COc1ccc(NC(=O)CCNC(=O)c2ccco2)cc1S(=O)(=O)N(C)C	-1	0	14	-2	0	-5	3	-8	-0.4	-2
Cc1cc(=O)[nH]c(SCC(=O)c2ccc(O)c(O)c2)n1	3	1	7	-6	1	-3	1	-1	0.2	-18
C=CCn1c(SCc2nc3sc4c(c3c(=O)[nH]2)CCCC4)nc2ccccc2c1=O	17	0	39	0	2	-10	2	9	-0.5	32
O=C(CNC(=O)Cc1ccccc1)NCC(=O)OCC(=O)c1ccc(Cl)cc1	18	-2	4	0	3	-32	-3	5	-1.9	0
Nc1ccc2nc(SCC(=O)N3CCN(c4ccccc4)CC3)sc2c1	-16	-1	/	-1	-1	14	1	4	-0.3	4
CCCN1CCC(NC(=O)c2cccc(Oc3ccccc3)c2)CC1	-10	1	25	0	-4	-24	-1	1	-0.4	10
CCN(CC)CCNC(=O)C(=O)NCC1OCCN1S(=O)(=O)c1ccc(Cl)cc1 (centres undefined)	7	-2	-2	-3	0	-1	4	-5	-0.2	-1
Cc1cccc(NC(=O)Nc2ccc(Cl)cc2)n1	-99	-1	2	-2	3	-165	1	9	6.0	27
CCCNCC1C(Oc2ccc(Cl)cc2)C(=O)N1c1ccccc1C (centres undefined)	19	2	4	-4	1	-19	1	5	0.0	2
CC1=NNC(=O)C1CC(=O)N/N=C(\C)c1cccs1 (centres undefined)	-30	2	14	-1	1	-12	1	-1	0.0	0
O=C(Nc1cccc(Cl)c1)c1cc(-c2ccco2)on1	12	0	-10	1	8	-3	4	4	0.2	-7
O=C(Nc1ccc2nc(-c3ccco3)c(-c3ccco3)nc2c1)NC1CC1	-65	/	10	9	-9	-23	6	-4	0.5	9
O=C(NC1CCSc2ccccc21)c1cccc(OC(F)F)c1 (centres undefined)	1	-1	18	1	-1	-4	-3	6	1.9	13
O=C(NC1CCCCC1)c1ccc(S(=O)(=O)c2ccccc2)cc1	32	1	26	3	-5	-6	2	6	0.1	-3
Brc1ccc(OCc2ccccc2)c(CNCc2ccncc2)c1	9	4	-1	-1	7	10	-3	0	-0.5	6
Cc1ccc(S(=O)(=O)c2ccc(NC(=O)c3c(F)cccc3F)cc2)cc1	15	1	36	0	2	-24	3	-5	-2.1	-4
CC(=O)Nc1ccc(S(=O)(=O)N2C3CCCC2CC(NC(=O)C2CCCCC2)C3)cc1 (centres undefined)	16	-1	14	-8	0	-2	-3	-6	-0.1	1

HSF1 activator: hit marks shown above
Molecule	aSyn UTR inh	GSK3 alpha inh	AI-2 QS mod	HSP90 refold inh	KLF5 inhibitor	GSK3beta inhib	HSF1 inh	HSF1 activator
O=C(Nc1ccc2c(c1)OCCO2)C(=S)NCc1ccccc1	-96	-1	16	2	-27	3	45	68*

Additional entries:
SMILES	aSyn UTR inh	GSK3 alpha inh	AI-2 QS mod	HSP90 refold inh	IEC-6 cytotox	KLF5 inhibitor	GSK3beta inhib	HSF1 inh	HIF act	HSF1 activator
Cc1ccc(C(C)C)c(OCCNC(=S)Nc2cccc3ccccc23)c1	-13	0	26	2	6	-36	0	11	-0.6	21
Cc1ccc(OCC(=O)N/N=C\c2cn(Cc3ccccc3)c3ccccc23)cc1C	76*	-2	17	-1	-7	3	0	9	0.0	12
COCC(=O)Nc1ccc(S(=O)(=O)Nc2nccs2)cc1	1	9	-1	2	7	-29	-5	-9	2.9	2
O=C(COC(=O)c1cccc(C(=O)OCC(=O)NCc2ccc(F)cc2)n1)NCc1ccc(F)cc1	-8	-1	20	0	5	-15	-1	-10	-0.6	9
COc1cccc(OCCNc2cc(N3CCCCC3)ccc2[N+](=O)[O-])c1	-5	-1	31	-2	-6	-4	2	8	0.7	-3
C1=Nc2c(Nc3ccccc3)ncnc2Oc2ccccc21	-12	-1	23	-5	53*	-39	-2	3	0.8	21
O=C(Nc1c(Cl)cccc1Cl)C1CCC1	17	-2	13	3	1	-50	0	-6	-0.2	2
O=C(CCCN1C(=O)/C(=C/c2cccs2)SC1=S)NNC(=O)c1ccccc1O	-3	0	5	-6	-1	13	-5	5	-0.6	-5
CCOC(=O)c1sc(=NC(=O)c2cccs2)n(C)c1C	-122	-1	-3	-10	-1	-16	-1	29	-1.4	53*
O=C(O)[C@H](Cc1ccccc1)N1C(=O)c2c(Cl)c(Cl)c(Cl)c(Cl)c2C1=O	-55	-6	23	-1	-4	-3	-13	26	0.3	30
COc1cc(CN2CCNC(=O)C2CC(=O)NCc2csc(C(C)C)n2)cc(OC)c1 (centres undefined)	-25	0	25	3	-4	-10	2	/	/	/
CC(N=C1NS(=O)(=O)c2ccccc21)C(=O)NCCCc1ccccc1 (centres undefined)	-4	-1	14	-1	-1	-14	3	-2	0.2	36
CC1CCC(NC(=O)CN(C)S(=O)(=O)c2ccc3c(c2)c(=O)n(C)c(=O)n3C)CC1 (centres undefined)	-5	-2	8	-3	1	-24	0	-5	0.5	-16
CS(=O)Cc1cc(Sc2ccccc2)nc(-c2cccnc2)n1 (centres undefined)	-66	-1	2	-3	2	-10	0	-1	1.3	12
COc1cc([N+](=O)[O-])ccc1NC(=O)CSc1n[nH]c(C(C)C)n1	9	1	11	-1	-2	-8	2	0	0.1	-3
O=C1CN(C(=O)/C=C/c2ccco2)c2ccccc2N1	-33	2	11	-3	-9	-4	3	5	0.5	3
CN(C)C(=O)CSc1nnc(-c2cc(-c3cccs3)nc3ccccc23)o1	-10	-2	19	-4	2	-24	3	4	-0.8	11
COCCCn1nnnc1SCC(=O)Nc1nc2ccccc2s1	-18	1	28	-3	-2	-19	-3	-4	-0.2	1
Cc1ccc(NC(=O)CN2CCN(CCN=CC3=C(O)CC(c4ccc(C)cc4)CC3=O)CC2)cc1 (centres undefined)	11	0	13	-1	0	12	-1	0	0.0	-4
COc1ccc(N2CCN(C(=O)C(OC(C)=O)c3ccccc3)CC2)cc1 (centres undefined)	9	-1	-2	-1	1	6	0	-1	0.0	4
CCOC(=O)N1CCN(C(=O)c2nn(-c3cc(OC)cc(OC)c3)c(=O)c3ccccc23)CC1	/	-2	22	1	0	-14	4	/	/	/
CN(C)C(=O)N1CCC(C(=O)NC2CCCCCCC2)CC1	-36	1	5	-1	-4	-7	-23	-7	0.7	-3
CCN(C(=O)CSc1ncccc1C(=O)O)C1CCCCC1	13	-3	25	0	-2	-21	-3	-7	-0.1	-16
COc1ccc(N(CC(=O)N/N=C/c2cccs2)S(=O)(=O)c2ccc(OC)c(OC)c2)cc1	30	0	9	4	-1	-4	-2	-6	-0.3	-3
COc1ccc(-c2noc(CCC(=O)Nc3cc(Cl)c(OC)cc3OC)n2)cc1	-65	-2	5	-2	1	-41	1	16	0.8	29
New compounds follow:
SMILES	aSyn UTR inh	GSK3 alpha inh	AI-2 QS mod	HSP90 refold inh	IEC-6 cytotox	KLF5 inhibitor	GSK3beta inhib	HSF1 inh	HIF act	HSF1 activator
Cc1ccc(C(=O)NN2C(=O)CSC2=S)cc1	0	-2	19	4	-7	-13	5	2	0.5	-23
CCN(CC)c1cc(C)c(C#N)c2nc3ccccc3n12	29	0	18	1	-5	-10	3	-3	-0.3	-9
OCC1(Cc2ccccc2)CCCN(Cc2c[nH]c3ccccc23)C1 (centres undefined)	-21	2	7	5	-2	4	0	-4	-1.3	10
O=C(/C=C/c1c(F)cccc1Cl)NCc1ccc2c(c1)OCO2	-13	4	?	2	-1	-23	-2	9	0.0	11
CN1CCN(c2cc(-c3ccccc3)nc3cc(-c4ccc(F)cc4)nn23)CC1	14	1	20	1	-3	-6	1	15	-2.4	27
CC(C)(C)n1nnnc1C(c1cccs1)N(Cc1cccnc1)CC1CCCO1 (centres undefined)	16	-1	23	-5	-3	-8	2	2	-0.6	3
CC(NC(=O)COC(=O)CSc1ccc(F)cc1)c1ccc(F)cc1 (centres undefined)	-4	-3	21	/	/	/	4	-2	0.4	-18
COC(=O)Cn1c(=NC(=O)CCS(=O)(=O)c2ccccc2)sc2c(OC)ccc(OC)c21	16	-4	5	1	7	-21	3	0	-0.3	0
CC1CCCC/C1=N\NS(=O)(=O)c1ccc(Br)cc1 (centres undefined)	-4	-3	18	2	2	-19	1	-7	-16	-18
S=c1[nH]nc(Cc2noc3ccccc23)n1-c1ccc(Cl)cc1	17	-2	-1	0	-3	-27	1	0	-0.7	2
O=C(CN(C(=O)CCC(=O)Nc1ccccn1)c1ccccc1F)NCc1ccc2c(c1)OCO2	0	-1	2	-4	7	-6	-1	-5	-18	0
CCN1CCN(C(CNS(=O)(=O)c2ccc(OC)c(C)c2)c2cccnc2)CC1 (centres undefined)	-2	0	-5	2	6	-3	5	-7	0.1	-3
O=C1NC(=O)[C@@H]2C3c4ccccc4C=CN3[C@H](C(=O)c3cccs3)[C@H]12 (some centres undefined)	-11	40	16	5	2	-26	2	5	-0.2	-7
Cc1ccc(NS(=O)(=O)c2cccc(C(=O)NCCCN3CCOCC3)c2)cc1	-3	-2	7	/	/	/	1	-2	0.4	3
O=C(/C=C/c1ccccc1)NCCOc1ccccc1	-64	-2	-64	-2	1	-14	5	12	1.5	22
CC1CCCN(c2ccc(C(=O)NCCc3ccccc3)cn2)C1 (centres undefined)	-104	-6	39	6	2	-120	1	2	2.0	21
CCN1C(=O)C(CC(=O)Nc2ccc(C)cc2C)Nc2cc(S(=O)(=O)N(C)C)ccc21 (centres undefined)	8	1	37	-1	3	-17	0	0	-0.9	-6

A few values from the entries so far.
CC1=NNC(=O)C1CC(=O)N/N=C(\C)c1cccs1 (centres undefined) in KLF5 inhibitor has -12
COc1ccc(NC(=O)CCNC(=O)c2ccco2)cc1S(=O)(=O)N(C)C in aSyn UTR inh has -1
